14-3-3g Raf = modulators of 14-3-3 gamma protein binding, primary screen, biochemical, fluorescence polarization. 14-3-3 protein gamma (Homo sapiens), P61981. FP, 14-3-3gamma / TMR-pS259-Raf peptide binding. inhibition, % at 40 µM. 160,000 compounds, 0.19% hits. AID 422, 2006; in the data active = inhibition above about 30%;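 also: 0% = protein plus tracer without compound and 100% = blank with tracer alone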
Target sequence (P61981 whole entry, looked up): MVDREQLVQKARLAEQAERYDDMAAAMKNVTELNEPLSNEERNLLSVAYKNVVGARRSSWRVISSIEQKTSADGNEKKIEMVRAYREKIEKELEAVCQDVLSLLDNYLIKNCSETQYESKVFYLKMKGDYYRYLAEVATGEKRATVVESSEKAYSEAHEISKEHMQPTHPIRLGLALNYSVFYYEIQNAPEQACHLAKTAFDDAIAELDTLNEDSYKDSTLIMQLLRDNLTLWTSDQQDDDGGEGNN
* hit, by the source's call; & = joins results of further samples. The list is partial (hit frequency here may not be typical).

What do the screens show for `Cc1nc([N+](=O)[O-])c(Sc2nc3ccccc3n2C)n1Cc1ccccc1`?
14-3-3g Raf: 1

Results for NS(=O)(=O)c1ccc(CCNC(=O)C2CCCCN2S(=O)(=O)c2ccccc2)cc1 (configuration not stated) ?
14-3-3g Raf: -1

What do the screens show for `Cc1ccc(S(=O)(=O)n2cnc3cc(C)c(C)cc32)c(C)c1`?
14-3-3g Raf: -10

What do the screens show for `COc1ccccc1N1CC(C(=O)Nc2cccc(C(=O)O)c2)CC1=O` (configuration not stated)?
14-3-3g Raf: 2

What do the screens show for `CCOC(=O)c1ccc(NC(=O)C2(S(=O)(=O)c3ccc(Cl)cc3)CC2)cc1`?
14-3-3g Raf: -12

Results for CC(=O)c1c(C)[nH]c(C(=O)N2CCN(c3ncccn3)CC2)c1C ?
14-3-3g Raf: -2&4

Results for CCCN(CCC)c1nc2ccccc2n2c(C)nnc12 ?
14-3-3g Raf: 1&-14

What do the screens show for `O=C(Oc1cccc(C(=O)N2CCOCC2)c1)c1ccc(Br)cc1`?
14-3-3g Raf: -3

How did CCCn1cnc2sc(C(=O)Nc3ccc(C)cc3)c(C)c2c1=O do in these assays?
14-3-3g Raf: -3

Results for COc1ccc(C2CC(=O)C3=C(C2)NC(C)=C(C(=O)OC(C)C)C3c2cccc(C)c2)cc1OC (configuration not stated) ?
14-3-3g Raf: 0

How did C=Cn1cccc1-c1cccs1 do in these assays?
14-3-3g Raf: -123

Results for COc1ccccc1C(=O)NCCn1c(C)cc2ccccc21 ?
14-3-3g Raf: -1

What do the screens show for `COC(=O)c1sc(NC(=O)C(C)C)c(C(=O)OC)c1C`?
14-3-3g Raf: 1

How did Nc1nc(SCc2ccc(Cl)cc2Cl)n[nH]1 do in these assays?
14-3-3g Raf: -3

How did COc1ccc2nc3sc(C(=O)NCc4cc(Br)ccc4OC)cc3cc2c1 do in these assays?
14-3-3g Raf: -32

Gathered by group: those above containing sulfur
What do the screens show for `Cc1nc([N+](=O)[O-])c(Sc2nc3ccccc3n2C)n1Cc1ccccc1`?
14-3-3g Raf: 1

Results for NS(=O)(=O)c1ccc(CCNC(=O)C2CCCCN2S(=O)(=O)c2ccccc2)cc1 (configuration not stated) ?
14-3-3g Raf: -1

What do the screens show for `Cc1ccc(S(=O)(=O)n2cnc3cc(C)c(C)cc32)c(C)c1`?
14-3-3g Raf: -10

What do the screens show for `CCOC(=O)c1ccc(NC(=O)C2(S(=O)(=O)c3ccc(Cl)cc3)CC2)cc1`?
14-3-3g Raf: -12

How did CCCn1cnc2sc(C(=O)Nc3ccc(C)cc3)c(C)c2c1=O do in these assays?
14-3-3g Raf: -3

How did C=Cn1cccc1-c1cccs1 do in these assays?
14-3-3g Raf: -123

What do the screens show for `COC(=O)c1sc(NC(=O)C(C)C)c(C(=O)OC)c1C`?
14-3-3g Raf: 1

How did Nc1nc(SCc2ccc(Cl)cc2Cl)n[nH]1 do in these assays?
14-3-3g Raf: -3

How did COc1ccc2nc3sc(C(=O)NCc4cc(Br)ccc4OC)cc3cc2c1 do in these assays?
14-3-3g Raf: -32

Additional results
How did Cn1c(=O)cc(SCC(=O)NCCCN2CCCC2)c2ccc(Cl)cc21 do in these assays?
14-3-3g Raf: -15

How did COc1cc([N+](=O)[O-])cc(C=Nc2cc(C(C)(C)C)cc(Cl)c2O)c1O do in these assays?
14-3-3g Raf: 0

What do the screens show for `Cc1ccc(N2C(=O)C3ON(c4ccccc4C)C(c4cccs4)C3C2=O)cc1` (configuration not stated)?
14-3-3g Raf: 0

Results for O=C(Cn1cnc2scc(-c3ccccc3)c2c1=O)c1ccc(Cl)cc1 ?
14-3-3g Raf: -2

Results for CN(C)CCNC(=O)C1(O)c2cc(Br)ccc2NC(=O)N1c1ccc(Cl)cc1 (configuration not stated) ?
14-3-3g Raf: -5

How did Cc1ccc2[nH]c3c(N4CCCCC4)ncnc3c2c1 do in these assays?
14-3-3g Raf: -14

Results for CCC1CCCCN1C(=O)CSc1nnc(CNC(=O)c2cccs2)o1 (configuration not stated) ?
14-3-3g Raf: 5

Results for O=C1CCC([N+](=O)[O-])C(c2ccccc2C(F)(F)F)N1 (configuration not stated) ?
14-3-3g Raf: -9

Results for CCc1cccc(NC(=O)c2ccc(Br)o2)c1 ?
14-3-3g Raf: -7

What do the screens show for `COC(=O)C1=C(C)NC2=C(C(=O)CC(c3cccc(OC)c3)C2)C1c1ccc(C)o1` (configuration not stated)?
14-3-3g Raf: -7

How did CCOC(=O)c1cc2c(=O)n3ccccc3nc2n(CC2CCCO2)c1=NC(=O)c1cccc(OC)c1 (configuration not stated) do in these assays?
14-3-3g Raf: 0

What do the screens show for `COc1ccc(S(=O)(=O)NCc2ccc3c(c2)OCO3)cc1`?
14-3-3g Raf: 11

How did Cc1cc(OCC(=O)NCCc2nc3ccccc3[nH]2)cc(C)c1Cl do in these assays?
14-3-3g Raf: -2

What do the screens show for `NC(=O)c1n[nH]n2c1nc(=O)c1ccccc12`?
14-3-3g Raf: -2

How did COc1ccc(O)c(C=Nc2ccc(S(N)(=O)=O)cc2)c1 do in these assays?
14-3-3g Raf: 3

Results for COc1ccc(Cn2c(SCc3ccccc3F)nc3ccsc3c2=O)cc1 ?
14-3-3g Raf: 4

What do the screens show for `Cc1ccc(NC2OC(=O)c3ccccc32)cc1Cl` (configuration not stated)?
14-3-3g Raf: -5

What do the screens show for `Fc1ccc(-c2nn(-c3ccccc3)cc2C=NCc2ccccc2)cc1`?
14-3-3g Raf: 0

Results for CC1CCCCC1N1C(=O)c2ccccc2C1C(=O)NC1CCCCCCC1 (configuration not stated) ?
14-3-3g Raf: 0

What do the screens show for `O=C1CCCC(=O)N1c1ccc(NCCCCc2ccccc2)c([N+](=O)[O-])c1`?
14-3-3g Raf: -1

How did CCOc1ccc(C2=NC(c3ccc(F)cc3)NC(c3cccc(OCC)c3O)C2)cc1 (configuration not stated) do in these assays?
14-3-3g Raf: -14

How did CC(=O)N(C)c1ccc(N2CCOCC2)c2c1C(=O)c1ccccc1C2=O do in these assays?
14-3-3g Raf: -15

How did COc1ccc(OC)c(NC(=O)CCCN2C(=O)C3C4C=CC(C4)C3C2=O)c1 (configuration not stated) do in these assays?
14-3-3g Raf: 0&-6

How did CC(C)[C@H](NC(=O)Nc1ccc(Oc2ccccc2)cc1)C(=O)O do in these assays?
14-3-3g Raf: -2

Results for CC(=O)N1CCc2cc(Br)cc(S(=O)(=O)N3CCC(C(=O)O)CC3)c21 ?
14-3-3g Raf: -184

What do the screens show for `Nc1cccc2c1C(=O)N(c1ccc(O)cc1)C2=O`?
14-3-3g Raf: -2

Results for COCc1cc(=O)n2[nH]cc(-c3ccccc3)c2n1 ?
14-3-3g Raf: 4

Results for CCOc1ccc(/C(O)=C2\C(=O)C(=O)N(c3ccccn3)C2c2ccc(F)cc2)c(C)c1 (configuration not stated) ?
14-3-3g Raf: -2

How did CCCSc1nc(-c2ccc([N+](=O)[O-])cc2)nc2c1c(=O)n(C)c(=O)n2C do in these assays?
14-3-3g Raf: -3

Results for COc1ccccc1OCCNC(=O)c1ccccc1C ?
14-3-3g Raf: 12

What do the screens show for `COCCCN1C(=O)C(=O)/C(=C(/O)c2ccc3c(c2)CC(C)O3)C1c1cccnc1` (configuration not stated)?
14-3-3g Raf: 0

How did CCN(c1cccc(C)c1)S(=O)(=O)c1ccc2oc(C(=O)O)c(C)c2c1 do in these assays?
14-3-3g Raf: -3

What do the screens show for `COCCNc1nc2c(c(=O)n(Cc3ccc(OC)cc3)c(=O)n2C)n1C`?
14-3-3g Raf: 3&-12

Results for Cc1cc(=O)[nH]c(SC(C(=O)c2ccccc2)c2ccccc2)n1 (configuration not stated) ?
14-3-3g Raf: 15

How did CC(C)C(C)(C#N)NC(=O)CSc1nnc(-c2ccncc2)n1Cc1ccccc1 (configuration not stated) do in these assays?
14-3-3g Raf: -1

How did COCCNCC#CCOc1ccc(OC)cc1 do in these assays?
14-3-3g Raf: -2

Results for COc1ccc(CC(=O)Nc2ccc(-c3noc(COc4ccccc4C)n3)cc2)cc1 ?
14-3-3g Raf: 4

What do the screens show for `N#Cc1cc(Br)ccc1N=C1CCCN1C1CCCCC1`?
14-3-3g Raf: -2

Results for O=C(c1ccc(-c2ccccc2)cc1)N1CCCC1 ?
14-3-3g Raf: -3

How did CC1(C)CC(=O)C(C=Nc2ccncc2)=C(O)C1 do in these assays?
14-3-3g Raf: 9

How did CCOC(=O)c1ccc(NC(=O)C2CC(=O)N(Cc3ccc4c(c3)OCO4)C(=Nc3ccc(Cl)cc3)S2)cc1 (configuration not stated) do in these assays?
14-3-3g Raf: 6

How did O=C(O)c1ccc2c(c1)C1C=CCC1C(c1cccc(C(F)(F)F)c1)N2 (configuration not stated) do in these assays?
14-3-3g Raf: -127

Results for Cc1ccc(-n2c(SCC(=O)NCc3ccco3)nc3c(c2=O)SCC3)cc1 ?
14-3-3g Raf: -1

What do the screens show for `COc1ccc(Cl)cc1NS(=O)(=O)c1ccc(F)cc1`?
14-3-3g Raf: 0

What do the screens show for `Clc1ccccc1C=Nc1ccc2c(c1)OCCO2`?
14-3-3g Raf: -5

What do the screens show for `N#Cc1ccc2ccccc2c1NC(=O)c1ccccc1`?
14-3-3g Raf: -3

How did O=C(Nc1c2c(nn1-c1ccc(Cl)cc1)CSC2)c1ccc(Cl)cc1 do in these assays?
14-3-3g Raf: -23

How did COc1ccccc1-c1cc(C(=O)Nc2ccc(OC(F)(F)F)cc2)no1 do in these assays?
14-3-3g Raf: 5

What do the screens show for `COc1ccccc1C(=O)N1CCN(C(=O)c2ccncc2)CC1`?
14-3-3g Raf: -3

Results for CC(C)Cn1c(=O)c(C(=O)NCc2ccccn2)c(O)c2ccccc21 ?
14-3-3g Raf: -1

What do the screens show for `COc1cccc(NS(=O)(=O)c2ccc(Br)s2)c1`?
14-3-3g Raf: -4

How did COc1ccccc1-c1nnc(SCC(=O)Nc2nc(-c3ccccc3)cs2)n1C do in these assays?
14-3-3g Raf: -12

What do the screens show for `COc1ccc(C2(CNC(=O)C(c3ccccc3)c3ccccc3)CCOCC2)cc1OC`?
14-3-3g Raf: -2

How did COCCNC(=O)c1c[nH]c2ccc(S(=O)(=O)Nc3cccc(C(F)(F)F)c3)cc2c1=O do in these assays?
14-3-3g Raf: -13

How did CCCOc1ccc(C2C3=C(CCCC3=O)Nc3ccc4ncccc4c32)cc1 (configuration not stated) do in these assays?
14-3-3g Raf: -2

How did COc1ccccc1NC(=O)C1=C(C)Nc2nc(-c3cccs3)nn2C1c1cccc(O)c1 (configuration not stated) do in these assays?
14-3-3g Raf: -10

How did CCOc1ccc(C2C=C(c3ccc(C)cc3)Nc3ncnn32)cc1 (configuration not stated) do in these assays?
14-3-3g Raf: -10

How did COc1ccccc1C(CCNS(=O)(=O)c1ccccc1)c1ccc2c(c1)OCO2 (configuration not stated) do in these assays?
14-3-3g Raf: -6

Results for O=C(Nc1ccc(Br)cc1F)c1ccc2c(c1)N(Cc1ccccc1)C(=O)CS2=O (configuration not stated) ?
14-3-3g Raf: 4

What do the screens show for `O=C(CN1C(=O)c2cccc3cccc1c23)NCc1cccnc1`?
14-3-3g Raf: -4

What do the screens show for `CC1=C(C(=O)OC2CCCCC2)C(c2ccncc2)C2=C(CC(C)(C)CC2=O)N1` (configuration not stated)?
14-3-3g Raf: -17

How did CCc1cccc(N2C(=O)N(C(=O)c3cccc([N+](=O)[O-])c3)C3CC2(C)Oc2ccccc23)c1 (configuration not stated) do in these assays?
14-3-3g Raf: 7

What do the screens show for `O=C(CNS(=O)(=O)c1cccc(C(F)(F)F)c1)Nc1ccccc1F`?
14-3-3g Raf: -9

What do the screens show for `COC(=O)c1ccc(C(=O)Nc2nc3ccc4ccccc4c3s2)cc1`?
14-3-3g Raf: 0

How did CCOC(=O)c1cnc(-n2nc(C)cc2C)nc1N1CCOCC1 do in these assays?
14-3-3g Raf: 0

Results for CC(C)c1ccc(S(=O)(=O)N=C2C=CC(=O)c3ccccc32)cc1 ?
14-3-3g Raf: -53

Results for O=[N+]([O-])c1cccc(-c2nc(=S)c3c(n2Cc2ccco2)CCCC3)c1 ?
14-3-3g Raf: -5

How did S=c1nc(-c2ccccc2)c(-c2ccccc2)n[nH]1 do in these assays?
14-3-3g Raf: -1

How did O=c1c2sccc2n(Cc2cccc([N+](=O)[O-])c2)c(=O)n1-c1ccc(F)cc1 do in these assays?
14-3-3g Raf: -2

What do the screens show for `O=C(NCCc1ccccc1)c1ccc2nc3cc(Cl)ccc3c(=O)n2c1`?
14-3-3g Raf: 2

How did Cc1ccc(Nc2cc(N3CCC(C)CC3)c3nonc3c2[N+](=O)[O-])c(C)c1 do in these assays?
14-3-3g Raf: -14

Results for N#Cc1ccccc1Sc1ccccc1C(=O)OCc1nnc(-c2ccccc2)o1 ?
14-3-3g Raf: -11

What do the screens show for `O=C(COc1ccc2cc(Br)ccc2c1Br)NCc1ccccc1`?
14-3-3g Raf: -21

Results for CN(C)c1ccc(C2/C(=C(\O)c3ccc(Cl)cc3)C(=O)C(=O)N2Cc2cccnc2)cc1 (configuration not stated) ?
14-3-3g Raf: -9

How did COc1ccc2occ(C(=O)c3coc4ccc(O)c(CN(C)C)c34)c2c1 do in these assays?
14-3-3g Raf: -3

Results for CC1(C)NC(=O)N(CC(O)COc2ccc(-c3ccccc3)cc2)C1=O (configuration not stated) ?
14-3-3g Raf: -7

Results for COc1ccc(CCNC(=O)COc2ccc(S(=O)(=O)N3CCOCC3)cc2)cc1 ?
14-3-3g Raf: -1

What do the screens show for `Cc1nc2ccccc2n1CCOc1ccc(F)cc1`?
14-3-3g Raf: 0

Results for CCC(CCC(=O)Nc1nccs1)C(=O)O (configuration not stated) ?
14-3-3g Raf: 4

What do the screens show for `CCCc1cc(=O)oc2cc(Oc3ncccn3)ccc12`?
14-3-3g Raf: -1

Assay outcomes deposited in PubChem BioAssay by Emory University Molecular Libraries Screening Center.
